# Screening results deposited in PubChem by several laboratories.
# NTR1 agonist: agonists of NTR1, primary screen, imaging, U2OS cells, beta-arrestin-GFP, high content (AID 493036); activation, % at 20 µM; NTR1-U2OS beta-arrestin-GFP spot imaging, agonist mode; 330,000 tested, 0.17% active;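 active = activation at or above 40% of the spot to cytoplasm intensity ratio, with at least 20 cells analyzed; inconclusive = wells under 20 cells, flagged as cytotoxic or low count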;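 also: 0% = DMSO without peptide and 100% = 100 nM NTR1 peptide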
# MgcRacGAP inhibition: MgcRacGAP GTPase-activating activity inhibitors, confirmation, biochemical, ADP Hunter fluorescence. MgcRacGAP-stimulated Rac1 GTP hydrolysis, ADP Hunter fluorescence; higher % means a stronger effect; GST-tagged Rac1 F28L mutant substrate. inhibition, % at 30 µM; hits with a dose series show IC50 in µM. 340,000 tested, 0.6% active;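 active = first-screen hits whose inhibition reached a set limit at any dose in the follow-up dose series; inconclusive = inhibition above the set first-screen limit but never retested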;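 also: fluorescence reports GDP produced by GAP-driven GTP hydrolysis; strong numbers were not always called active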
# UTI89 phage lysis: protection from phage-mediated lysis, alamar blue read-out – E. coli UTI89, K1F phage, bacterial capsule biogenesis inhibitors (AID 488966) | inhibition, % at 100 µM; hits with a dose series show IC50 in µM | 340,000 tested, 0.02% active | E. coli UTI89 K1F phage lysis, alamar blue, 2 h; higher % means a stronger effect;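 active = phage lysis inhibition, versus mean bacterial control, above a set limit; inconclusive = no clear call, values can overlap the other calls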;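 also: capsule biogenesis inhibitors block K1F phage lysis so surviving cells raise fluorescence; higher fluorescence means more inhibition of phage lysis; actives were called in the ten point dose series up to 300 µM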
# NTR1 agonist cell count 20 µM: further read-out of NTR1 agonist, marked with its call; cell count; measured here: cell count, cytotoxicity flag
# * marks the source's active call; other numbers are inactive results; ? = inconclusive; · = not tested or not shown. Not all compounds are listed (hit frequency here may not be typical).
Compound | NTR1 agonist | NTR1 agonist cell count 20 µM | MgcRacGAP inhibition | UTI89 phage lysis
CCC(=O)O[C@]1(C(=O)SCF)[C@H](C)C[C@H]2[C@@H]3C[C@H](F)C4=CC(=O)C=C[C@]4(C)[C@@]3(F)[C@@H](O)C[C@@]21C | 6.6 | 68 | · | ·
Cc1cc(C)cc(OCC2CNC(=O)O2)c1 (configuration not stated) | · | · | 12% | ·
CCn1cc(C(=O)O)c(=O)c2cc(F)c(N3CCNCC3)nc21 | · | · | 3% | -12%
Nc1c2c(nc3ccccc13)CCCC2O (configuration not stated) | · | · | 10% | 1.5%
O=C(O)/C=C/c1ccc(O)cc1 | -1.6 | 87 | ? | 1.1%
CC(C)(CO)C(O)C(=O)NCCCO (configuration not stated) | -1.0 | 49 | 2% | -0.6%
COc1ccc(/C=C/C(=O)O)cc1 | -0.9 | 66 | -10% | 1.1%
CCc1c2c(nc3ccc(OC(=O)N4CCC(N5CCCCC5)CC4)cc13)-c1cc3c(c(=O)n1C2)COC(=O)[C@]3(O)CC | -0.8 | 54 | 5% | 3.5%
O=C(O)CNC(=O)c1ccccc1 | 3.3 | 58 | 4% | 5.5%
CCCOC(=O)c1ccc(O)cc1 | -1.0 | 114 | -3% | 0.4%

# One compound at a time, from the list above. Order of screens: NTR1 agonist | NTR1 agonist cell count 20 µM | MgcRacGAP inhibition | UTI89 phage lysis
# Cc1cc(C)cc(OCC2CNC(=O)O2)c1 (configuration not stated) across the screens: · | · | 12% | ·
# CCCOC(=O)c1ccc(O)cc1 across the screens: -1.0 | 114 | -3% | 0.4%
# CC(C)(CO)C(O)C(=O)NCCCO (configuration not stated) across the screens: -1.0 | 49 | 2% | -0.6%
# CCn1cc(C(=O)O)c(=O)c2cc(F)c(N3CCNCC3)nc21 across the screens: · | · | 3% | -12%
# O=C(O)/C=C/c1ccc(O)cc1 across the screens: -1.6 | 87 | ? | 1.1%

# Just MgcRacGAP inhibition and UTI89 phage lysis, for some of the entries so far:
compound | MgcRacGAP inhibition | UTI89 phage lysis
Cc1cc(C)cc(OCC2CNC(=O)O2)c1 (configuration not stated) | 12% | ·
CCn1cc(C(=O)O)c(=O)c2cc(F)c(N3CCNCC3)nc21 | 3% | -12%
